SRC1 inh: human NCOA1 inhibition; 0.12% of 360,000 active; Q15788; inhibition, % at 3.6 µM; HEK293 GAL4-SRC1 luciferase reporter, luminescence;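 active means inhibition above the campaign mean plus 3 SD, with each screening campaign given its own cutoff, cut at about 60% in these data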;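 further: 0% = DMSO treated cells and 100% = gossypol at 36 µM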
TLR9-MyD88 block: inhibitors of human TLR9-MyD88 binding; Q9NR96+Q99836; CHO BLA complementation TLR9-MyD88, CCF4 FRET ratio; inhibition, % at 4.98 µM; 0.21% of 340,000 active;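 active means inhibition above the mean over all tested compounds plus 3 SD, cut at about 21% in these data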;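 further: 0% = DMSO only wells and 100% = clavulanate BLA inhibitor control wells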
TWEAK Fn14 block: inhibitors of TWEAK-Fn14 interaction signaling | TWEAK-stimulated Fn14 reporter cells, luciferase luminescence, 8 h | inhibition, % at 10 µM | 2% of 360,000 active; in the data active means inhibition above about 50%
COUP-TFII inh: blocks human COUP-TFII nuclear receptor; P24468; HEK293T NGFI-A luciferase reporter, luminescence; inhibition, % at 8.6 µM; 0.7% of 370,000 active;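 active means inhibition above a per-plate cutoff, mean inhibition of test wells between control levels plus 3 SD, cut at about 38% in these data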;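 further: cells cotransfected with COUP-TFII expression vector driving the NGFI-A reporter; 0% = median of COUP-TF2 test wells and 100% = reporter-only cells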
LMP1 NFkB inh: inhibitors of Epstein-Barr LMP1-induced NF-kappaB reporter | LMP1-induced NF-kappaB luciferase reporter cells, luminescence | inhibition, % at 12.5 µM | 0.69% of 350,000 active; in the data active means inhibition above about 41%;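 further: 0% = neutral control wells and 100% = reference inhibitor control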
LRH-1 inv ag: NR5A2 inverse agonism in reporter assay. HEK293T StAR-luciferase reporter, LRH-1 transfected, 24 h. inhibition, % at 3.6 µM. 0.13% of 360,000 active;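 active means inhibition above the mean inhibition of all tested compounds plus 3 SD, cut at about 73% in these data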;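 further: 0% = DMSO wells and 100% = reporter-only cells lacking LRH-1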
TROY signal inh: inhibitors of TROY-dependent NF-kB signaling; Q293 LMP1-TROYcd NF-kB luciferase reporter, 4 h; inhibition, % at 10 µM; 0.98% of 360,000 active;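 active means compounds whose plate-normalised and pattern-corrected inhibition of the luciferase reporter signal at the single screening dose is 50% or more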
NCOA3 inh: inhibits human SRC3 coactivator; 0.17% of 360,000 active; AID 588352; inhibition, % at 3.6 µM; Q9Y6Q9; HEK293 GAL4-SRC3 luciferase reporter, luminescence;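 active means inhibition above a per-campaign cutoff, the mean of all compounds plus 3 SD, cut at about 60% in these data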;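 further: 0% = DMSO-treated cells and 100% = gossypol-treated cells at 36 µM; higher means less SRC3-driven luciferase light from the GAL4 reporter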
NOD2 RIPK2 PPI: blocks binding of human NOD2 to RIPK2. O43353. CHO BLA complementation NOD2-RIPK2, CCF4 ratio. inhibition, % at 4.98 µM. 0.38% of 360,000 active. AID 624267; in the data active means inhibition above about 21%;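 further: 0% = vehicle only and 100% = reference blocker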
SRC2 inh: inhibits human steroid receptor coactivator 2 | Q15596 | HEK293 GAL4-SRC2 luciferase reporter, luminescence | inhibition, % at 9 µM | 0.17% of 370,000 active | AID 651957;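 active means inhibition above the mean inhibition of all tested compounds plus 3 SD, set per campaign, cut at about 52% in these data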;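 further: 0% = DMSO treated cells and 100% = cells given Gossypol at 36 µM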
Target sequence (Q15596 whole entry, looked up, the tested form may be a part): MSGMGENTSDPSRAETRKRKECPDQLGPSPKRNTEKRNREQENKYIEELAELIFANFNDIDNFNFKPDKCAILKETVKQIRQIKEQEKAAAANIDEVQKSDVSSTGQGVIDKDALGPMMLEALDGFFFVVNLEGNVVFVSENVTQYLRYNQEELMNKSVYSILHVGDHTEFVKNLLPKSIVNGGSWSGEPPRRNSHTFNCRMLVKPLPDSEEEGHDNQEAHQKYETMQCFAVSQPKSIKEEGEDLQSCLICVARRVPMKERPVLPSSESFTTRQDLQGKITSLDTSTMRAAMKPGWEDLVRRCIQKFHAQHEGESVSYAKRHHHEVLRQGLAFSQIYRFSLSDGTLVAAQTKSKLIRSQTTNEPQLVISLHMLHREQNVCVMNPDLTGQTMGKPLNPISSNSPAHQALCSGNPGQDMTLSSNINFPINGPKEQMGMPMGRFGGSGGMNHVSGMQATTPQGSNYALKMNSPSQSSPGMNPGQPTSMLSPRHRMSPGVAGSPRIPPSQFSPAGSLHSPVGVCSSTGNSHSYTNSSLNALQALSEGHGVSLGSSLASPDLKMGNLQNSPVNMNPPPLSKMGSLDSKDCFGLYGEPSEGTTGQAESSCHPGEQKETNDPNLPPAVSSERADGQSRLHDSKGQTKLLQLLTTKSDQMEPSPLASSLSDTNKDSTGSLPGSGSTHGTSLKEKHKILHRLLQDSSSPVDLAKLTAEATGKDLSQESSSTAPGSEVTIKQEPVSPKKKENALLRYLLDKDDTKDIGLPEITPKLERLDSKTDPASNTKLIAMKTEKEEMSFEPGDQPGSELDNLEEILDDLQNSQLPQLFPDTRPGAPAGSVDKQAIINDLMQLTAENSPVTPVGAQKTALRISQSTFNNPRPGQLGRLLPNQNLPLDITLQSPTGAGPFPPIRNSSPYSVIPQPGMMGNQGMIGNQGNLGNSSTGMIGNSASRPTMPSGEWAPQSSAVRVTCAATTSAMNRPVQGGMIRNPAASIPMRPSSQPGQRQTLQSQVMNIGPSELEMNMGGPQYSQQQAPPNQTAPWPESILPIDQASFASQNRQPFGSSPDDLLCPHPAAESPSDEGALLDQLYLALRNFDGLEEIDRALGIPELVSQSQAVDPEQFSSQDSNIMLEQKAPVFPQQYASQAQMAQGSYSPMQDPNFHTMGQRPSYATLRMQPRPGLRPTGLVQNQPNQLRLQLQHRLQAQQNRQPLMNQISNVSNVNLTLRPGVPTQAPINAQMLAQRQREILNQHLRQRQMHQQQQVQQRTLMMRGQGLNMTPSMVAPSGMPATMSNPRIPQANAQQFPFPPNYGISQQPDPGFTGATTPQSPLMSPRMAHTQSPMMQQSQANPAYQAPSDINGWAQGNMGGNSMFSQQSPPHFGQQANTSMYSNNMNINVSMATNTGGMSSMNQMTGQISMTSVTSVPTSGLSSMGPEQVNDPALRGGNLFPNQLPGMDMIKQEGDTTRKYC
C8 TRAIL sens: caspase-8 TRAIL sensitization; NB7+C8 cells + TRAIL, ATPlite viability luminescence; inhibition (viability loss, TRAIL sensitization), % at 10 µM; 1% of 360,000 active;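 active means compounds causing at least 50% loss of cell viability in the single-dose screen, relative to plate controls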
Active calls of the source: *; / = not tested or not shown.

Sample of the layout:
SMILES	SRC1 inh	TLR9-MyD88 block	TWEAK Fn14 block	COUP-TFII inh	LMP1 NFkB inh	LRH-1 inv ag	TROY signal inh	NCOA3 inh	NOD2 RIPK2 PPI	SRC2 inh	C8 TRAIL sens
CCOC(=O)C(Sc1n[nH]c(N)n1)c1ccccc1 (stereo unspecified)	-1	-13	-21	0	-1	-15	6	-14	-12	-18	-18
CN(CCCC1CCCC1)C(=O)c1cc(COc2ccc(F)cc2F)on1	-16	7	-41	-1	2	-33	-40	-28	-1	4	13
Nc1cc(N)cc(-c2nc3ccccc3[nH]2)c1	-25	-1	-12	-4	1	-2	20	-4	-5	-18	-24
Cc1ccc(C(=O)NCC(=O)OCC(=O)Nc2ncc(C(F)(F)F)cc2Cl)cc1	-6	2	-6	17	-28	28	6	-4	-1	-8	-2
COc1ccc(S(=O)(=O)N2CCN(c3nc(C)cc(C)n3)CC2)cc1	-3	-7	0	17	-13	2	-4	-2	3	-3	-8
CCOC(=O)c1ccc(NC(=S)N2CCN(C)CC2)cc1	-4	1	2	-7	-13	-25	15	4	4	-11	4
CCOC(=O)N1CCN(C(=O)/C(=C/c2ccc(OC)cc2)NC(=O)c2ccccc2)CC1	-25	2	2	-2	-5	15	13	-8	0	-26	4
CCCCn1c(SCc2ccc(Cl)cc2)nc2c1c(=O)[nH]c(=O)n2C	-14	-15	20	-14	-1	-24	33	-2	-7	1	-1
CCOc1nc(NCCN2CCOCC2)nc(Nc2ccc(C)cc2)n1	3	4	15	15	-4	-1	-2	8	4	-35	-2
Cc1ccc(S(=O)(=O)N2CCC(=O)N([C@H](COCc3cccc(Cl)c3)Cc3ccccc3)CC2)cc1	/	/	8	13	/	-19	12	/	-7	3	1

The whole of this part, from the start:
SMILES	SRC1 inh	TLR9-MyD88 block	TWEAK Fn14 block	COUP-TFII inh	LMP1 NFkB inh	LRH-1 inv ag	TROY signal inh	NCOA3 inh	NOD2 RIPK2 PPI	SRC2 inh	C8 TRAIL sens
CCOC(=O)C(Sc1n[nH]c(N)n1)c1ccccc1 (stereo unspecified)	-1	-13	-21	0	-1	-15	6	-14	-12	-18	-18
CN(CCCC1CCCC1)C(=O)c1cc(COc2ccc(F)cc2F)on1	-16	7	-41	-1	2	-33	-40	-28	-1	4	13
Nc1cc(N)cc(-c2nc3ccccc3[nH]2)c1	-25	-1	-12	-4	1	-2	20	-4	-5	-18	-24
Cc1ccc(C(=O)NCC(=O)OCC(=O)Nc2ncc(C(F)(F)F)cc2Cl)cc1	-6	2	-6	17	-28	28	6	-4	-1	-8	-2
COc1ccc(S(=O)(=O)N2CCN(c3nc(C)cc(C)n3)CC2)cc1	-3	-7	0	17	-13	2	-4	-2	3	-3	-8
CCOC(=O)c1ccc(NC(=S)N2CCN(C)CC2)cc1	-4	1	2	-7	-13	-25	15	4	4	-11	4
CCOC(=O)N1CCN(C(=O)/C(=C/c2ccc(OC)cc2)NC(=O)c2ccccc2)CC1	-25	2	2	-2	-5	15	13	-8	0	-26	4
CCCCn1c(SCc2ccc(Cl)cc2)nc2c1c(=O)[nH]c(=O)n2C	-14	-15	20	-14	-1	-24	33	-2	-7	1	-1
CCOc1nc(NCCN2CCOCC2)nc(Nc2ccc(C)cc2)n1	3	4	15	15	-4	-1	-2	8	4	-35	-2
Cc1ccc(S(=O)(=O)N2CCC(=O)N([C@H](COCc3cccc(Cl)c3)Cc3ccccc3)CC2)cc1	/	/	8	13	/	-19	12	/	-7	3	1
O=C(Nc1ccc(Cl)cc1)N1N=CCC1c1ccccc1 (stereo unspecified)	12	/	-19	5	/	-7	-11	15	-6	-6	2
Cc1ccc(C(C(=O)NC2CCCCC2)N(CC2CCCO2)C(=O)CNC(=O)c2cccs2)cc1 (stereo unspecified)	1	7	5	12	5	-13	8	25	3	-21	-24
c1cncc(-c2nc(NCc3ccc4c(c3)OCO4)c3ccccc3n2)c1	11	-4	-6	26	-4	15	20	3	3	1	-13
CC(=O)N1CCC(=NNS(=O)(=O)c2cccc([N+](=O)[O-])c2)CC1	-20	-5	6	7	-1	-6	-3	-5	-2	-36	-4
CCOC(=O)c1c(C)c(C(=O)NCc2cccnc2)c(C)n1C	-1	-3	-5	22	-4	-24	7	-2	-10	-1	-13
COCCNC(=O)c1onc(CSc2ccccc2)c1C(=O)NCCOC	1	0	11	0	0	12	-8	-16	-1	-43	2
Cc1ccccc1NC(=O)COc1cccc2c1CCNC2=O	-9	7	-13	-13	2	19	9	11	6	-48	-8
CSC(=Nc1ccccc1)C1=C(O)COC1=O	-13	-6	-9	5	-11	22	-4	9	-15	-1	-2
COc1ccc(C)cc1NC(=O)CN(c1ccc(F)cc1)S(C)(=O)=O	-2	-1	2	15	-3	6	7	25	-2	7	0
Cc1cc(C)c(NC(=O)COC(=O)c2cc([N+](=O)[O-])ccc2N2CCOCC2)c(C)c1	-1	-3	1	-6	8	-4	10	6	-45	1	-9
COC(=O)c1ccc(C2CC(=O)Nc3cc(OC)c(OC)cc32)cc1 (stereo unspecified)	-17	-2	-8	-9	5	22	-6	-3	-11	8	14
Cc1ccc(C(=O)NCCNc2ccc(Cl)cc2[N+](=O)[O-])o1	12	-8	16	11	5	-12	9	22	-5	7	5
COC(=O)c1ccc(C(=O)OC)c(NC(=S)N2CCC(N3CCCCC3)CC2)c1	-4	-1	-16	-8	-1	-2	17	10	1	1	-4
Cc1cc(-c2ccc(S(=O)(=O)N3CCN(C)CC3)s2)on1	-13	-19	-5	-12	0	9	-1	1	-2	-2	-10
COC(=O)C1=C(C)N(Cc2ccco2)C(=O)N[C@@H]1c1ccc(Br)cc1	7	-43	-4	11	1	-16	-7	-1	-9	6	8

Reprinted from above, 2 compounds:
SMILES	SRC1 inh	TLR9-MyD88 block	TWEAK Fn14 block	COUP-TFII inh	LMP1 NFkB inh	LRH-1 inv ag	TROY signal inh	NCOA3 inh	NOD2 RIPK2 PPI	SRC2 inh	C8 TRAIL sens
CCOC(=O)C(Sc1n[nH]c(N)n1)c1ccccc1 (stereo unspecified)	-1	-13	-21	0	-1	-15	6	-14	-12	-18	-18
CN(CCCC1CCCC1)C(=O)c1cc(COc2ccc(F)cc2F)on1	-16	7	-41	-1	2	-33	-40	-28	-1	4	13

Next section.
SMILES	SRC1 inh	TLR9-MyD88 block	TWEAK Fn14 block	COUP-TFII inh	LMP1 NFkB inh	LRH-1 inv ag	TROY signal inh	NCOA3 inh	NOD2 RIPK2 PPI	SRC2 inh	C8 TRAIL sens
CN(C)c1ccc(NC(=O)CN2C(=O)CC(c3ccccc3)=Nc3ccccc32)cc1	5	3	-11	4	-3	11	-2	-15	4	3	1
Cc1ccc(C)c(OCc2cc(C(=O)N(C)Cc3nccn3C)no2)c1	-12	1	-14	-3	-7	-13	-32	1	-7	1	-4
COc1ccc(C2C(C#N)=C(N)OC3=C2C(=O)CC(C)(C)C3)cc1Cn1nc(C)c([N+](=O)[O-])c1C (stereo unspecified)	-18	-3	-27	1	-2	-24	3	-2	5	21	3
COc1ccc(CN(C)C(=O)Cn2cc(C)c(=O)[nH]c2=O)cc1OC	-6	-2	14	-6	4	-12	-1	1	-7	-5	13
COc1cccc(NC(=O)CN(C)C(=O)c2cc(Cl)nc3ccccc23)c1	17	5	-7	7	0	6	-3	13	-6	4	19
COCCCNc1nc2c(c(=O)n(Cc3ccc(F)cc3)c(=O)n2C)n1C	14	10	32	2	5	13	-51	8	0	-7	-3
Cc1ccc(C)c(N2CCN(S(=O)(=O)c3cc4c(cc3Cl)NC(=O)CO4)CC2)c1	-2	-8	-7	-2	-7	8	-15	-10	1	-5	1
COc1ccccc1NC(=O)c1sc(Cl)nc1C	-7	-3	5	-12	9	-7	3	6	0	-4	-18
CCC(=O)NNc1ncnc2ccccc12	10	-5	-5	7	-13	17	-28	-7	-3	-3	-10
CC1=C(C(=O)N2CCOCC2)CC(CC(=O)NCc2cccc3ccccc23)C(=O)N1CCC1=CCCCC1 (stereo unspecified)	-12	-3	-17	-10	-2	-13	-5	-9	3	4	-3
COc1cc(NC(=O)Nc2nc(C(N)C3CCCCC3)cs2)cc(OC)c1OC (stereo unspecified)	-1	/	22	0	/	22	9	5	1	4	-3
CCOC(=O)C1CCCN(C(=O)c2ccc(S(=O)(=O)N3CCOCC3)cc2)C1 (stereo unspecified)	4	-3	6	-16	0	-14	12	10	6	-40	-2
Cc1cc(C)cc(NC(=S)N2CCN(CCO)CC2)c1	-7	-2	11	-5	3	0	15	-16	-4	20	-10
CCOC(=O)C(C)Sc1nnc2c3ccccc3n(C)c2n1 (stereo unspecified)	-20	0	0	-11	9	10	-11	-5	-4	2	8
O=C1CC(C2CCCO2)C(=O)N1c1ccccc1 (stereo unspecified)	16	-4	12	14	-9	-29	5	3	-4	10	7
Cc1ccc(NC(=S)N(CCCN2CCOCC2)Cc2ccco2)cc1Cl	9	-6	-5	-14	10	-5	0	19	1	0	8
CC(C)Oc1ccc(C(=O)NC2CCCCC2)cc1	-67	0	-14	-45	-2	-132	-50	-74	-4	-77	14

Screens as filed in PubChem BioAssay.

This is a subset; count on the stated rates, not on these rows.
